Screening data (PubChem BioAssay)
Glyco luc inh: N-linked glycosylation inhibition. D54 ERlucT glycosylation luciferase reporter, 24 h; percent of 100 nM tunicamycin response. reporter increase, % at 12.5 µM. 360,000 tested, 0.23% active;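 active = mean luciferase reporter signal, scaled so untreated is 0 and the glycosylation-blocking control 100, at or above a set limit in every replicate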;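 note: luciferase carries N-glycosylation sites so blocking glycosylation raises the light; 0% = median of neutral control wells and 100% = median of 100 nM tunicamycin wells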
MC4R antag cAMP: blocks human MC4R cAMP signaling; MC4R-expressing cells, MTII-stimulated cAMP, LANCE TR-FRET; inhibition, % at 6.5 µM; 360,000 tested, 0.48% active;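 active = inhibition above its plate's cutoff, the mean of tested wells on that plate plus 3 SD, cut at about 29% in these data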;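 note: 0% = Melanotan II alone and 100% = Melanotan II plus saturating MCL0020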
Target sequence (P32245 whole entry, looked up): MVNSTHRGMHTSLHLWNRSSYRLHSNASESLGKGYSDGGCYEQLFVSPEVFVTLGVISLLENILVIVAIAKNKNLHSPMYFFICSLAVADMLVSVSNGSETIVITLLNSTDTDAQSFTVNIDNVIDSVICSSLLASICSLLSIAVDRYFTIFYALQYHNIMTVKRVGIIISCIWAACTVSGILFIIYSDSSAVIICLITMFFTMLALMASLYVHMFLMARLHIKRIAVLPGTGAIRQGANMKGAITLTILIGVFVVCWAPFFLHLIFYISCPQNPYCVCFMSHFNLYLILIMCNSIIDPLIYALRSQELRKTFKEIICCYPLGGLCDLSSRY
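material = U2OS cells stably expressing human melanocortin 4 receptor (MC4R) | also added = Melanotan II challenge | dosing = single nominal compound dose of 6.5 µM | detection = TR-FRET with Eu-cAMP and labeled anti-cAMP, 671 nm | replication = singlicate | timing = compound 30 min, challenge 1 h, detection 1 h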
MC4R ag barr: activates human MC4R beta-arrestin recruitment; P32245; U2OS MC4R beta-arrestin complementation, luminescence; percent of melanotan II response, DMSO zero; 360,000 tested, 0.98% active; activation, % at 8.9 µM;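 active = activation above a per-plate cutoff, the mean activation of sample wells on that plate plus 3 SD, cut at about 8% in these data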
ABCB6 inh MLPCN: blocks the human ABCB6 transporter; 360,000 tested, 0.19% active; fluorescence ratio to DMSO, % at 10 µM; K562-ABCB6 porphyrin accumulation, flow cytometry, 1 h; hits give low values; AID 602162; Q9NP58;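 active = fluorescence ratio to DMSO below 75%, the collection mean minus 3 SD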;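 note: signal is porphyrin accumulated inside mitochondria; 100% equals median channel fluorescence of DMSO control wells; lower ratio means ABCB6 inhibition with less porphyrin fluorescence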
hiPSC survival: enhancers of human iPSC single-cell survival; hiPSC single-cell survival, ATPlite luminescence; 100% = ROCK inhibitor wells, 0% = DMSO; survival enhancement, % at 20 µM; 360,000 tested, 0.044% active; in the data active = survival enhancement above about 18%;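 note: cells exposed to compounds for 16 hours before the ATP read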
ABHD5-PLIN5 inh: ABHD5-PLIN5 protein interaction inhibition | 360,000 tested, 0.78% active | Split G. princeps luciferase complementation, luminescence, 4 h | inhibition, % at 4 µM | Q00G26+Q8WTS1 | AID 602281;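 active = inhibition above the mean inhibition across every tested compound plus 3 SD, cut at about 22% in these data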;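 note: 0% = DMSO only wells and the 100% control is not disclosed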
Exocytosis inh: lytic granule exocytosis inhibition. TALL-104 LAMP-1 surface exposure, flow cytometry; cells stimulated with thapsigargin and PMA. inhibition, % at 10 µM. 360,000 tested, 0.66% active. AID 651702;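 active = inhibition above about 55%, limit read from the data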
m5-HT2A agonist: agonists of mouse serotonin 5-HT2A receptor (HTR2A) | P35363 | CHO-K1 mHTR2A beta-arrestin complementation, luminescence; percent of 30 µM serotonin response | activation, % at 7.6 µM | 360,000 tested, 0.66% active;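 active = activation above a run cutoff, the mean activation of all tested compounds plus 3 SD, cut at about 14% in these data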;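 note: 0% = plate median of compound wells and 100% = 30 µM serotonin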
Target sequence (P35363 whole entry, looked up): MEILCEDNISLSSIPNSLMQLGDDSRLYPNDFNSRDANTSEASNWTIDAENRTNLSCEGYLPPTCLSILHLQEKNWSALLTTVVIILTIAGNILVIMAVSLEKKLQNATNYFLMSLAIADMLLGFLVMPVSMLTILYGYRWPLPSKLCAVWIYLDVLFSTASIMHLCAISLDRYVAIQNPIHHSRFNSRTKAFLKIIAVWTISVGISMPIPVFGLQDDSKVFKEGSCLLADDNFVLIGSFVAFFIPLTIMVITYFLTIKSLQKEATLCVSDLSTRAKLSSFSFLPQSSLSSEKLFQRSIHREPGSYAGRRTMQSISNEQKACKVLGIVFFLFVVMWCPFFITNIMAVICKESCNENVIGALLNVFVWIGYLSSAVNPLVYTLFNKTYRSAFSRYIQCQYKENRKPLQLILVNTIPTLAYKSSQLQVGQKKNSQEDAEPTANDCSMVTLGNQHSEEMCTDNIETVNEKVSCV
Cardio protect: modulators protecting cardiomyocytes from myocardial damage; H9c2 cardiomyocytes, H2O2 injury protection, ATPLite, 2 h; protection from H2O2 cell death, % at 20 µM; 360,000 tested, 0.63% active;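 active = compounds giving at least 50% protection of heart cells from peroxide-induced death in the single-dose screen, raw or plate-pattern-corrected value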;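 note: 0% = DMSO wells with peroxide and 100% = DMSO wells without peroxide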
aDG glyco up: alpha-DG glycosylation activation; Pro5-aDG cells, alpha-DG glycosylation AlphaScreen (IIH6); 0% Pro5, 100% B10-LARGE cell signal; activation, % at 10 µM; 360,000 tested, 0.22% active; AID 624168;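 active = activation of at least 8% versus controls, or a plate z-score of at least 8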;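 note: Pro5 are CHO cells carrying HIG-tagged alpha-DG that lacks glycosylation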
An asterisk follows results filed as active; . = no result given. Only part of the results is shown. The share of hits here may be higher or lower than overall.

Below each SMILES – Glyco luc inh | MC4R antag cAMP | MC4R ag barr | ABCB6 inh MLPCN | hiPSC survival | ABHD5-PLIN5 inh | Exocytosis inh | m5-HT2A agonist | Cardio protect | aDG glyco up
Cc1cc(Cl)ccc1OCC(=O)O
 : 2 | 8 | -0.2 | 97 | -0.7 | -1 | -1 | -1 | 4 | 0.0
CCn1c(=N)n(Cc2ccccc2F)c2ccccc21
 : -1 | 3 | 0.8 | 106 | 1.5 | 3 | 1 | 4 | -6 | 0.4
O=[N+]([O-])c1ccc2c(c1)Cc1cc(O)ccc1-2
 : 10 | -6 | -2.1 | 105 | -0.9 | 0 | 6 | -8 | -6 | 0.1
CC1=C(N2CC2)C(=O)C(CO)=C(N2CC2)C1=O
 : -20 | -14 | -8.3 | 107 | -5.5 | -8 | -2 | 1 | -13 | -0.2
CC(=O)Nc1ccc([As](=O)(O)c2ccc([N+](=O)[O-])cc2)cc1
 : 0 | -1 | 1.7 | 101 | -0.4 | 0 | 1 | 1 | -4 | -0.2
COCCCN=Cc1c(O)[nH]c(=S)[nH]c1=O
 : 2 | 1 | -1.7 | 98 | 4.0 | 1 | -1 | -1 | -2 | 0.0
COCCCN1Cc2ccccc2C1=N
 : 2 | 1 | -1.4 | 98 | -2.4 | -6 | -1 | -3 | -1 | 0.1
O=C1Nc2ccccc2C1Cc1nc2ccccc2c(=O)n1-c1ccccc1 (configuration not stated)
 : 0 | 5 | -2.1 | 100 | 0.6 | 5 | -6 | -3 | 16 | 0.1
CC=C(CC)C1(CCC)C(=O)NC(=S)NC1=O
 : -1 | 1 | -2.2 | 81 | -0.5 | -8 | -12 | -2 | 2 | 0.0
C=C1[C@H]2C[C@H]3[C@H]4N5C[C@]6(C)CCC[C@]47[C@H]([C@H]2O)[C@]3(C[C@]5(O)[C@H]67)[C@@H]1O
 : 3 | 5 | -1.1 | 100 | -1.3 | 1 | -4 | -2 | 3 | 0.1
Cn1cccc1/C=C1\C(=O)NC(=O)N(Cc2ccccc2Cl)C1=O
 : 25 | 14 | -1.0 | 100 | -0.8 | -3 | 9 | -4 | 0 | 0.3
COC(=O)C1=C(c2cccc(OCc3ccccc3)c2)C[C@@H]2CC[C@H]1N2C(=O)NCc1ccc2[nH]ccc2c1
 : -3 | 12 | 0.4 | 89 | -1.5 | 0 | -2 | -2 | 0 | 0.7
CSc1ccc(CN2CCN(C(=O)COc3ccc(C)cc3)CC2)cc1
 : -3 | 11 | -2.7 | 94 | 2.6 | 0 | -1 | 0 | 1 | 0.6
CCCCCCOC(=O)c1ccccc1N
 : -2 | 3 | 3.9 | 100 | -1.2 | -2 | 0 | -5 | -6 | 0.0
CCCCCN1C(=O)c2cc(OC)ccc2[C@@]2(C(=O)OCC)Cc3cc(Cl)ccc3[C@@H]12
 : . | . | . | 101 | -2.3 | 39* | 63* | 0 | . | -0.1
O=C(CCC(=O)N1C[C@H]2C[C@@H](C1)c1cccc(=O)n1C2)NCc1cccc(C(F)(F)F)c1
 : 3 | 11 | -0.7 | 106 | -2.4 | 0 | -1 | 8 | 2 | 0.1
Cn1cnnc1Sc1cc(N2CCNCC2)ccc1[N+](=O)[O-]
 : 2 | 1 | -1.5 | 99 | -0.4 | -6 | -13 | -3 | 5 | 0.1
CC(=O)N1CCN(c2ccc(N=Cc3c(O)n(-c4ccc(Cl)cc4)c(=O)[nH]c3=O)cc2)CC1
 : 1 | -3 | -0.4 | 99 | 1.2 | -8 | 2 | -1 | 1 | -0.1
CC(=O)Nc1cc([As](=O)(O)O)ccc1O
 : 3 | 1 | 0.4 | 90 | -0.8 | -1 | -5 | -5 | 9 | 0.0
CSc1nc(N2CCN(C)CC2)c2ccccc2n1
 : 1 | -4 | -1.1 | 93 | 0.9 | 3 | -1 | -4 | 0 | -0.5
CCN1CCN(C(=O)COc2ccc(S(=O)(=O)Nc3ccc(Cl)cc3)cc2)CC1
 : -3 | -7 | -2.5 | 94 | -0.5 | 8 | -1 | -11 | 0 | 0.1
CCCNC1=C(C)C(=O)C2=C(C1=O)C(COC(N)=O)[C@]1(OC)C3NC3CN21 (some centres not stated)
 : 0 | -16 | 0.8 | 95 | 0.5 | 0 | 2 | 0 | -1 | -0.2
COC(=O)C1=C(c2ccc(Cl)c(C(F)(F)F)c2)C[C@@H]2CC[C@H]1N2C(=O)NCCCOC(C)C
 : -4 | -2 | -1.0 | 92 | -2.0 | -4 | 4 | 4 | -2 | 0.7
CCOC(=O)C(=CNc1ccc(C(O)(C(=O)OCC)C(F)(F)F)cc1C)C(=O)OCC (configuration not stated)
 : 1 | 10 | 5.1 | 93 | 0.5 | -9 | -7 | 3 | -20 | 0.3
COc1ccc(OCC(=O)N2CCN(Cc3nc4cc([N+](=O)[O-])ccc4n3C)CC2)cc1
 : -2 | -3 | -2.6 | 91 | -2.2 | -9 | -2 | 3 | 0 | -0.1
CCCCCn1c(=O)c(C(=O)Nc2cccc(C)n2)c(O)c2ccccc21
 : -1 | 4 | -0.1 | 94 | -0.8 | -1 | -4 | 2 | 4 | 0.0
O=c1[nH]c(=S)n(Cc2ccc(F)cc2)c(O)c1C=NCc1ccc2c(c1)OCO2
 : 1 | 7 | 0.2 | 98 | -0.5 | 5 | 5 | 1 | -4 | 0.0
CCCCCCn1c(=O)c(C(=O)Nc2ncccc2O)c(O)c2ccccc21
 : -4 | 2 | -0.9 | 103 | 0.1 | 1 | 4 | 6 | -5 | 0.9
Cc1cc(C)n(-c2ccc(NN=C(C#N)C#N)cc2)n1
 : 0 | 11 | -0.5 | 93 | -0.2 | 44* | 14 | 4 | -16 | -0.1
CSCCC(c1nnnn1Cc1ccccc1)N1CCC2(CC1)C(=O)NCN2c1ccccc1 (configuration not stated)
 : -1 | . | . | 96 | -2.0 | -7 | 3 | -1 | 28 | -0.2

Complete entries as entered above. Values in the order: Glyco luc inh | MC4R antag cAMP | MC4R ag barr | ABCB6 inh MLPCN | hiPSC survival | ABHD5-PLIN5 inh | Exocytosis inh | m5-HT2A agonist | Cardio protect | aDG glyco up
CCCNC1=C(C)C(=O)C2=C(C1=O)C(COC(N)=O)[C@]1(OC)C3NC3CN21 (some centres not stated) reads 0 | -16 | 0.8 | 95 | 0.5 | 0 | 2 | 0 | -1 | -0.2
CCCCCn1c(=O)c(C(=O)Nc2cccc(C)n2)c(O)c2ccccc21 reads -1 | 4 | -0.1 | 94 | -0.8 | -1 | -4 | 2 | 4 | 0.0

Later entries
Below each SMILES – Glyco luc inh | MC4R antag cAMP | MC4R ag barr | ABCB6 inh MLPCN | hiPSC survival | ABHD5-PLIN5 inh | Exocytosis inh | m5-HT2A agonist | Cardio protect | aDG glyco up
Cc1cc(Oc2ccc(C(F)(F)F)cc2[N+](=O)[O-])c2c3c(c(=O)oc2c1)CCC3
 : 3 | 0 | 2.1 | 104 | -1.5 | -1 | -2 | 1 | -2 | 0.2
Clc1ccc2c(c1)C(c1ccccc1Cl)=NCc1nnc(Br)n1-2
 : 3 | -1 | 2.8 | 93 | -3.5 | 0 | 0 | 0 | 0 | 0.1
Cc1ccc(C2N(c3ccccn3)C(=O)C3CCCN32)o1 (configuration not stated)
 : -1 | 8 | 4.2 | 102 | 1.7 | 1 | 0 | 2 | -6 | -0.2
O=C(c1cccc2ccccc12)C1CCCN(C2CCC2)C1 (configuration not stated)
 : -6 | 11 | -2.7 | 95 | -2.2 | 0 | 6 | -6 | -3 | 0.5
COc1ccc(C(=O)C2CCCN(Cc3ccc(F)cc3F)C2)cc1F (configuration not stated)
 : -3 | 1 | 0.5 | 99 | -0.6 | 3 | -6 | -4 | -5 | -0.2
O=S(=O)(c1ccccc1)N1CCCCC1c1cccnc1 (configuration not stated)
 : 1 | 2 | 0.9 | 92 | -0.3 | -7 | 0 | 2 | -2 | 0.5
COC(=O)C1=C(c2ccc(F)cc2F)C[C@@H]2CC[C@H]1N2C(=O)N1CCC(C)CC1
 : -2 | 7 | 0.0 | 88 | 2.4 | -6 | -8 | 5 | -2 | 0.2
O=C1C2CCCN2C(c2cccc(Cl)c2)N1c1ccccn1 (configuration not stated)
 : 1 | 2 | -0.1 | 104 | 2.8 | -1 | 0 | -3 | 6 | 0.0
O=C1NC(=O)C2(Cc3ccccc3N3CCCC32)C(=O)N1Cc1ccccc1 (configuration not stated)
 : 1 | 6 | -1.0 | 98 | 4.9 | -23 | 0 | -1 | -4 | -0.3
CSCCC(c1nnnn1C1CCCCC1)N1CCC(n2c(=O)[nH]c3ccccc32)CC1 (configuration not stated)
 : -3 | . | . | 98 | -0.5 | 2 | 0 | 8 | 25 | -0.4
CC1CN(O)C2CCc3c(no[n+]3[O-])C12O (configuration not stated)
 : 1 | 2 | 0.7 | 98 | 3.6 | 0 | 0 | 1 | 1 | 0.0
Cc1cc2c(s1)NC(=O)CN=C2c1cccs1
 : 4 | 11 | -2.4 | 98 | -0.5 | 0 | 0 | 5 | 4 | -0.2
CC(CC(C#N)(c1ccccc1)c1ccccc1)N1CCOCC1 (configuration not stated)
 : -5 | 0 | -1.9 | 94 | 0.4 | 2 | -2 | -6 | -5 | 0.0
CS(=O)(=O)CCN1CC2CCCC(C2)C1
 : 0 | 4 | -1.9 | 667 | 1.1 | 2 | -3 | -2 | 0 | 0.0
CCN1CC=C(c2c[nH]c3ccccc23)CC1
 : 0 | 0 | -1.1 | 101 | -2.4 | 1 | 0 | -5 | 3 | -0.5
NC(=S)/N=C/c1c(O)[nH]c(=O)[nH]c1=O
 : 1 | -4 | -4.8 | 96 | 2.3 | 5 | -14 | -3 | -2 | -0.4
COc1ccc(CCNC2CCCCC2)cc1
 : 1 | 6 | -4.2 | 94 | -0.1 | 7 | -1 | 5 | 0 | -0.3
CCN1C[C@]2(C)CC[C@H](O)[C@]34C1[C@H](C[C@H]23)[C@@]1(O)C[C@H](OC)[C@H]2C[C@@H]4[C@@H]1C2O (some centres not stated)
 : -1 | -1 | 0.2 | 99 | 0.3 | -7 | -1 | 2 | 11 | 0.1
CCOC(=O)Cn1cc(C(=O)c2ccccc2F)c2ccccc21
 : 0 | 9 | -2.2 | 100 | -0.4 | 3 | -2 | -7 | -4 | 0.0
C=CCc1cc(C=C2C(=O)N(C)C(=O)N(C)C2=O)cc(OCC)c1OCc1ccccc1
 : -1 | 3 | 3.5 | 102 | 2.2 | 7 | -8 | -3 | -7 | 0.2
CN1CCN(c2ccc([N+](=O)[O-])c(NCC3CCCO3)c2)CC1 (configuration not stated)
 : 2 | -7 | -2.4 | 101 | 1.2 | -2 | -1 | -7 | -10 | -0.3
COc1ccc2c(CN3CC=C(c4ccccc4)CC3)cc(=O)oc2c1
 : -2 | -4 | -2.6 | 94 | -0.4 | -6 | -5 | 1 | 7 | 0.3
CCOC(=O)C1(CCc2ccccc2)CCN(Cc2cccc3c2OCO3)CC1
 : -1 | 4 | 1.4 | 98 | -2.1 | -9 | 15 | -5 | -19 | 0.8
O=c1[nH]c(=S)[nH]c(O)c1N=Nc1ccc(OC(F)F)cc1
 : -4 | -16 | -3.1 | 97 | -1.0 | 8 | 3 | 3 | -11 | -0.4
CCC1(C)OC(c2ccccc2)=C/C(=C/C=C2C(=O)NC(=O)NC2=O)O1 (configuration not stated)
 : 2 | -11 | 0.3 | 118 | 0.1 | 14 | 0 | 2 | 35 | -0.5
